# Screens: PubChem, several laboratories
# Calb biofilm kill: kills Candida albicans biofilms | C. albicans biofilm + clotrimazole, Alamar Blue | 0.14% of 85,000 active | inhibition, % at 6 µM;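 active = inhibition above 20%; inactive = inhibition below 20%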;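 note: preformed 24 hr biofilms exposed to compound for 48 hr; 0% = biofilm without compound and 100% = blank killed by clotrimazole plus chlorhexidine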
# sEH inhibitor: soluble epoxide hydrolase (human) inhibition; P34913; recombinant human sEH enzymatic activity assay; inhibition, % at 2 µM; 0.34% of 91,000 active; in the data active = inhibition above about 80%; note: values of inactives mirror those of a sister screen read the other way; many of its hits are not listed in these tables
# ERa SRC1 pot: enhances coactivator binding to human estrogen receptor alpha | 1.3% of 86,000 active | coactivator binding (% of control), % at 25.6 µM | AID 639 | TR-FRET ERalpha-LBD/SRC-Cy5 coactivator binding, 2 h; 100 = basal binding, no effect | P03372; in the data active = activity above about 200%;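 note: binding measured in presence of low estradiol as agonist stimulus; 0% = peptide alone without receptor and 100% = receptor with peptide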
# ERb SRC1 inh: ER-beta (human) coactivator binding inhibition; inhibition, % at 25.6 µM; 1.3% of 86,000 active; TR-FRET ER-beta LBD / SRC1-Cy5 peptide binding; receptor agonist-loaded with 1 µM estradiol;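 active = compounds whose percent inhibition of the receptor-coactivator binding signal exceeds about 50% in the single-dose screen, limit read from the data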;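 note: 0% = receptor plus peptide wells without compound and 100% = peptide-only wells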
# MT1-MMP txn act: activates MT1-MMP transcription | 0.16% of 86,000 active | activation factor at 10 µM | AID 750 | HT1080 MT1-MMP promoter luciferase reporter, luminescence, overnight; hits give high values;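 active = activation factor of at least 2 for MT1-MMP transcription at 10 µM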
# Smad3 FoxH1 inh: blocks human Smad3 binding to FoxH1 peptide; P84022; TR-FRET Smad3/Dy647-FoxH1 peptide binding, europium anti-His; inhibition, % at 25 µM; 0.29% of 88,000 active;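 active = compounds that reduce the energy-transfer binding signal between the protein and its labelled peptide by more than half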;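 note: 0% = Smad3 plus labelled peptide maximal FRET and 100% = peptide-only background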
# Mac1 fbg inh: CD11b/CD18-fibrinogen binding inhibition; P05107+P11215; 0.54% of 93,000 active; inhibition, % at 10 µM; K562 CD11b/CD18 adhesion to fibrinogen, ATPlite luminescence; Mn2+ added to activate the integrin;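 active = primary inhibition of 50% or more at 10 µM, then 40% or more on retest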; note: some results filed as inactive read as strong as hits
# Target sequence (P05107 whole entry, looked up, other chains not shown): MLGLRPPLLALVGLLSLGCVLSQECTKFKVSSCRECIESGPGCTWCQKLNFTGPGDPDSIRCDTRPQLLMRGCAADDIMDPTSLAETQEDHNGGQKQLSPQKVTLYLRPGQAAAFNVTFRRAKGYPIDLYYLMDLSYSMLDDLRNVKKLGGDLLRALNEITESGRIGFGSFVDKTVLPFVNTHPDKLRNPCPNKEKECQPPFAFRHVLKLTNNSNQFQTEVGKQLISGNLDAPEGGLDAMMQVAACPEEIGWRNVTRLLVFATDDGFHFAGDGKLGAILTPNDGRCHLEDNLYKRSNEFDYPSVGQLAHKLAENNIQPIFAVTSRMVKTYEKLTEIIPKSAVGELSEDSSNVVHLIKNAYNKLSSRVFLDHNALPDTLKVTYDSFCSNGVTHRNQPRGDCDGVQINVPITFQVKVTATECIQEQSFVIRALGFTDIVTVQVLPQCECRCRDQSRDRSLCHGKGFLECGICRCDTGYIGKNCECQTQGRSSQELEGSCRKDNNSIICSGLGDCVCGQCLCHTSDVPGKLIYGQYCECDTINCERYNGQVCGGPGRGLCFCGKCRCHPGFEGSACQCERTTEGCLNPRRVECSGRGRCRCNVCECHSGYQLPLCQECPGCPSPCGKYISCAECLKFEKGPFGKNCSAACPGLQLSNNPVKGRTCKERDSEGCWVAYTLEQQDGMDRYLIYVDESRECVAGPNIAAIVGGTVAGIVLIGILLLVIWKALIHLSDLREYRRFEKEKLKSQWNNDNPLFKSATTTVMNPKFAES
# CD11b adhes enh: CD11b/CD18-fibrinogen binding enhancement | P05107+P11215 | K562 CD11b/CD18 adhesion to fibrinogen, ATPlite luminescence | activation, % at 10 µM | 0.07% of 93,000 active | AID 1499;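 active = 10 µM primary screen giving 50% or more activity, confirmed by 40% or more on retest at that dose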; note: strong numbers were not always called active; reference of the scale not given here
# sEH act: soluble epoxide hydrolase (human) activation; purified human sEH enzymatic activity, activator screen; activation, % at 2 µM; 0.04% of 91,000 active; in the data active = activation above about 37%; note: values of inactives mirror those of a sister screen read the other way
# Active calls of the source: *; . = no result given; [ ] = another dose, or the depositor's remark.
SMILES,Calb biofilm kill,sEH inhibitor,ERa SRC1 pot,ERb SRC1 inh,MT1-MMP txn act,Smad3 FoxH1 inh,Mac1 fbg inh,CD11b adhes enh,sEH act
CCN(CC(=O)Nc1ccc2c(c1)OCCO2)CC(=O)Nc1cc(C)on1,7,.,136[fluorescence artefact?],-1,1.1,0,-5,1,.
CCOC(=O)N1CCC(NC(=O)CN2C(=O)CSc3nc(C)cc(C)c32)CC1,8,4,120,-11,1,-3,-8,4,-6
COC(=O)c1ccccc1NC(=O)c1ccccc1OC,9,11,89,37[fluorescence artefact?],1.1,-11[fluorescence artefact?],12,-1,-10
Cc1cc(Cl)ccc1Oc1ncc(CN2CCN(c3ccccc3)CC2)s1,4,8,110,-3,1.2,-8,22,2,-7
CN1CCN(Cc2c(C#N)c3ccccc3n2C)CC1,2,.,99,-1,1.2,2,-6,-1,.
COc1ccc(S(=O)(=O)N(C)CC(=O)N2CCCCCC2)cc1OC,4,7,84,1,1.1,4,-26,2,-7
N#CCCN(C(=O)CSc1ccc2c(c1)OCCO2)c1ccccc1,7,.,100,-1,1,4,-8,0,.
CCSc1nc(C)cc(C)c1S(=O)(=O)c1ccccc1C,.,12,.,.,.,.,-1,10,-11
O=C(CC1Nc2ccccc2NC1=O)NC1CCCCC1 (stereo unspecified),8,10,109[fluorescence artefact?],-2,1.2,-4,-2,-3,-9
Cc1oc(-c2ccccc2Cl)[n+]([O-])c1C,1,4,110,1,1.2,3,-12,3,-2
COc1ccc(-c2nnc(-c3ccc(N)cc3)o2)cc1,-7,5,105,2,0.8,12,-9,-2,-6
CCCC(=O)NC(Nc1ccc(S(=O)(=O)Nc2cc(C)on2)cc1)(C(=O)OCC)C(F)(F)F (stereo unspecified),6,-4,105,-14,1.2,11[fluorescence artefact?],1,-6,7
Cc1ccc(S(=O)(=O)NC(CN2CCOCC2)=NCCNS(=O)(=O)c2ccccc2)cc1,6,-10,116,-9,1,9,-10,-1,9
Cc1nnc(SC(C)C(=O)NCC2CCCO2)n1-c1ccccc1 (stereo unspecified),2,-32,139,0,1.1,6,-18,3,30
CC(C)CC(C(=O)O)N(Cc1ccccc1)Cc1ccccc1 (stereo unspecified),7,9,109,-6,1,7,.,.,-7
Cc1ccc(S(=O)(=O)CCC(=O)OCC(=O)Nc2cc(C)on2)cc1,8,14,117,2[fluorescence artefact?],1.1,-7,-12,-2,-13
COc1ccc(-c2coc3cc(OC)cc(O)c3c2=O)cc1,2,-5,61,-6[fluorescence artefact?],1.7,-7,.,.,4
COC(=O)c1cc(NC(=O)CC2SCCNC2=O)cc(C(=O)OC)c1 (stereo unspecified),-4,8,114,11[fluorescence artefact?],1.1,6,4,0,-8
N=C(N)SCc1nc2ccccc2c(=O)n1-c1ccccc1Cl,.,6,.,.,.,.,13,5,-4
Cn1c(=O)oc2cc(S(=O)(=O)N3CCC(C(=O)N4CCc5ccccc5C4)CC3)ccc21,2,-6,95,19[fluorescence artefact?],.,-7,-7,0,3
O=C(CN(C(=O)Cn1nnc(-c2ccccc2F)n1)c1cccc2c1CCCC2)NCc1ccccc1,.,66,.,.,.,.,-4,5,-67
COC(=O)c1nnc(-c2ccccc2)nc1OC,.,10,.,.,.,.,-7,-2,-9
O=C(c1ccccc1F)N1CCC(O)(c2cccnc2)CC1,-2,0,115,-1,0.9,6,-15,4,0
COC(=O)c1cc(-c2c(C)oc3cc(OC(C)C)ccc3c2=O)c(C)o1,.,.,92,-8,1.1,3,16,-5,.
CCOC(=O)N1CCN(C(=O)C2CCN(S(=O)(=O)c3ccc(C)cc3)CC2)CC1,6,20,107,-1,1.5,10,-8,-1,-21
Cc1c(N=Cc2nc3ccccc3n2C)c(=O)n(-c2ccccc2)n1C,-4,1,119,-4,1.6,5,.,.,0
CCOc1cc(S(=O)(=O)NCc2ccccn2)ccc1Cl,0,-2,96,1,1.2,6,.,.,6
Nc1cc(N)nc(SCc2cccnc2)n1,5,1,102,6,1.1,-3,8,-8,-3
Cc1ccc(CNC(=O)c2nc3nc(C)cc(C)n3n2)cc1,5,-3,100,-9,1,0,3,-1,7
CCCN1CCN(C(=O)CN2C(=O)CC(C)(C)S(=O)(=O)c3ccccc32)CC1,6,7,132,-7[fluorescence artefact?],1.1,0[fluorescence artefact?],6,3,-8
O=C(COc1ccccc1Cl)N1CCCC1,-3,-7,116,0,1,1,-19,4,5
O=C(CN1C2CCC1CC(NC(=O)C1CC1)C2)NCc1ccccc1 (stereo unspecified),4,.,116,-18,1.1,-1,-10,-5,.
O=C(C1CCCN(Cc2ccccc2Br)C1)N1CCCCC1 (stereo unspecified),10,10,92,9,1.2,-8,-9,-2,-10
C=C(C)COc1ccc2c(C)c(CC(=O)OC)c(=O)oc2c1C,6,-2,108,-2[fluorescence artefact?],1,7,-8,0,0
Cc1cccc(N(C(=O)CNC(=O)c2ccco2)C(C(=O)NC2CCCC2)c2ccncc2)c1 (stereo unspecified),8,-6,106,-4,1.3,-1,.,.,7
O=C(CSc1nnnn1-c1cccc2ccccc12)N1CCOCC1,6,-10,103,-2,1.1,7,-3,-3,14
COc1ccccc1CO/N=C/NC(=O)c1c(OC)ccnc1Oc1ccc(F)cc1,.,-1,.,.,.,.,-14,4,3
CS(=O)(=O)N(CC(=O)NCCSc1ccc(Cl)cc1)c1ccc2c(c1)OCO2,0,13,78[fluorescence artefact?],21[fluorescence artefact?],1.4,-17,-30,0,-13
Cc1csc2ncc(C(=O)NCCc3ccccc3)c(=O)n12,2,.,98,-3,.,1,-9,3,.
O=C(c1nc2ncccn2n1)N1CCN(c2ccccc2)CC1,6,-3,108[fluorescence artefact?],2[fluorescence artefact?],1.1,2,-8,-7,1
CCCCCc1c(C)nc(NCc2ccccc2)[nH]c1=O,8,.,168,-5,1,4,2,-4,.
CCN(CC)C(=O)CSc1ncnc2sc(-c3ccccc3)cc12,-3,5,99,-4,1.7,-1,36,-2,-5
CCOC(=O)c1ccccc1NC(=O)c1cc(S(=O)(=O)N2CCOCC2)ccc1F,7,-12,121,-8,1.1,0,-12,7,12
CCC(Oc1ccccc1)C(=O)Nc1nnc(C)s1 (stereo unspecified),8,1,116,-6,1.1,2,-1,-8,3
CC(C)(C)NC(=O)C1CCC(C)(C(=O)O)C1(C)C (stereo unspecified),6,6,102,-16[fluorescence artefact?],1.1,8,-4,-6,-3
CCCC(NC(=O)c1ccccc1)c1nc2ccccc2n1Cc1ccc(C(=O)OC)o1 (stereo unspecified),-5,3,100,7[fluorescence artefact?],1.1,-17,-46,-2,-3
CCOc1ccc(-n2c(SCC)nc3c(c2=O)SCC3)cc1,7,.,105[fluorescence artefact?],-4[fluorescence artefact?],1.2,9,-14,8,.
COc1ccccc1NC(=O)c1sc2ncn(Cc3ccc(C)cc3)c(=O)c2c1C,.,-2,.,.,.,.,-9,54,4

# Profiles from above. Order of screens: Calb biofilm kill, sEH inhibitor, ERa SRC1 pot, ERb SRC1 inh, MT1-MMP txn act, Smad3 FoxH1 inh, Mac1 fbg inh, CD11b adhes enh, sEH act
# CCCCCc1c(C)nc(NCc2ccccc2)[nH]c1=O as listed: 8, ., 168, -5, 1, 4, 2, -4, .
# CCN(CC)C(=O)CSc1ncnc2sc(-c3ccccc3)cc12 as listed: -3, 5, 99, -4, 1.7, -1, 36, -2, -5
# CC(C)(C)NC(=O)C1CCC(C)(C(=O)O)C1(C)C (stereo unspecified) as listed: 6, 6, 102, -16[fluorescence artefact?], 1.1, 8, -4, -6, -3
# COc1ccccc1NC(=O)c1sc2ncn(Cc3ccc(C)cc3)c(=O)c2c1C as listed: ., -2, ., ., ., ., -9, 54, 4

# More records
SMILES,Calb biofilm kill,sEH inhibitor,ERa SRC1 pot,ERb SRC1 inh,MT1-MMP txn act,Smad3 FoxH1 inh,Mac1 fbg inh,CD11b adhes enh,sEH act
O=C(CSc1nnc(-c2cccnc2)n1CCc1ccccc1)NCc1ccccc1,2,7,111,-16[fluorescence artefact?],1.3,1,.,.,-4
COc1ccc(Br)cc1/C=c1\sc2nc(-c3ccco3)nn2c1=O,3,.,.,.,1.1,.,-7,121,.
C(=N\Nc1ncnc2sc3c(c12)CCC3)/c1ccncc1,.,2,.,.,.,.,-10,-1,-2
c1ccc(-c2nc(NCc3ccco3)c3oc4ccccc4c3n2)cc1,2,1,100,9[fluorescence artefact?],1.2,-3,.,.,0
COc1cccc(-c2nc(CS(=O)(=O)CC(=O)NCCCOC(C)C)c(C)o2)c1,1,-3,105,-3[fluorescence artefact?],1.1,-13,2,-4,2
CCN(CC)CCCNC(=O)c1cc(-c2ccc(O)cc2)on1,3,5,137,-7,1.1,9,-4,1,-3
CN1CCC(OC(=O)c2cccc(Br)c2)CC1,7,-3,107,-4,1.1,-4,-4,-4,1
CC(C)CCN1CC(O)=C(c2nc3ccccc3[nH]2)C1=N,5,2,80,-1,1.2,1,3,-8,0
Cc1cc(C)n2nc(C(=O)OCCOc3ccc(Br)cc3)nc2n1,4,.,122,-3,1.2,0,-7,0,.
Cc1ccc(C2C3=C(CC(C)(C)CC3=O)Nc3n[nH]c(C)c32)cc1 (stereo unspecified),3,7,99,-3,1,3,4,1,-7
COC(=O)c1ccc(NC(=O)CN2CCN(c3cccc(Cl)c3)CC2)cc1,-1,-2,106,-6,1,-2,4,3,5
Cc1nc2c3cnn(-c4ccc(C)c(C)c4)c3ncn2n1,7,-12,119,-19[fluorescence artefact?],1.3,6,-8,-4,9
O=C(Nc1ccc(N2CCOCC2)c(C(=O)O)c1)c1ccco1,.,-3,.,.,.,.,-37,0,3
Cn1c(NC(=O)c2ccccc2Br)cc(=O)n(C)c1=O,7,.,112[fluorescence artefact?],-9[fluorescence artefact?],1.2,10,-48,-2,.
Cc1ccc(-c2nc3ccccn3c2NC(=O)c2ccco2)cc1,-1,-1,106,-14,1.3,0,.,.,4
COCc1[nH]nc2c1C(c1ccc(F)cc1F)C(C#N)=C(N)O2 (stereo unspecified),4,.,103,-5[fluorescence artefact?],1.1,25[fluorescence artefact?],3,-4,.
CCOC(=O)c1ccc(NC(=O)COc2ccc(S(=O)(=O)NC(C)C)cc2)cc1,6,10,105,-3,1.1,3,-18,-5,-11
Fc1ccc(OCc2nc(-c3ccc(Br)o3)no2)c(F)c1,1,4,86,13,1.3,12[fluorescence artefact?],6,3,-7
COc1ccc(Cc2nnc(NC(=O)c3c(-c4ccccc4)noc3C)s2)cc1OC,0,.,97,-1,1.2,0,-1,0,.
COC(=O)C1=C(C)N(C)C(=O)/C1=C\c1ccco1,.,4,.,.,.,.,-7,0,-5
CCOc1ccc(N2CC(C(=O)Nc3ncccc3C)CC2=O)cc1 (stereo unspecified),.,1,.,.,1.1,.,12,-2,3
CCCc1cc(=O)[nH]c(SCC(=O)N2CCC(C(=O)OCC)CC2)n1,9,3,103,-1[fluorescence artefact?],1.1,-1,-17,2,-2
Cc1c(Br)cc(C(=O)N2CCCCCC2)c(C)c1C,11,-10,93[fluorescence artefact?],-18,1.3,0,-19,-4,6
CCOc1ccc(S(=O)(=O)n2cc(-c3ccccc3)c(N)n2)cc1,7,22,116,1[fluorescence artefact?],1,-2,-15,0,-21
CCCOc1ccc(N2C(=O)CC(N3CCC(c4nncn4CC)CC3)C2=O)cc1 (stereo unspecified),5,8,116,-3,1,6,2,-1,-8
Cn1c(SCc2ccccc2Cl)nc(C(F)(F)F)cc1=O,.,9,.,.,.,.,6,1,-6
CCn1c(CC(=O)Nc2cccc(OC)c2)nnc1SCC(=O)N1CCN(c2ccccc2)CC1,5,-9,107,-5,1,-2,8,-1,15
O=C(CSCCSCC(=O)c1ccco1)c1ccco1,10,9,75,50[fluorescence artefact?],1.1,1,4,-2,-6
CCn1c(SCC(=O)NNC(=O)c2ccccc2)nnc1-c1ccncc1,.,1,.,.,.,.,-12,-4,0
Cn1c(CNC(=O)c2ccccc2)nnc1SCC(=O)N1CCN(c2ccccc2)CC1,-3,-6,115,3,1.3,-8,.,.,8

# The list is partial; the hit share may differ from the screen's.
